Screening results: PubChem, several laboratories
PrPC surface inh – inhibitors of human cell surface prion protein PrPC, primary screen, cell-based, TR-FRET | 370,000 compounds, 0.43% hits | Major prion protein (Homo sapiens), P04156 | AID 720596, 2013 | TR-FRET read-out | inhibition, % at 13.8 µM; in the data active = inhibition above about 24%; also: 0% = median of the test wells and 100% = reference compound wells
Rv3671c inh – Rv3671c serine protease inhibitors, primary screen, biochemical, fluorescence polarization, M. tuberculosis H37Rv. P9WHR9. 320,000 compounds, 0.048% hits. inhibition, % at 5.96 µM. AID 2606, 2010; in the data active = inhibition above about 38%;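 also: extracellular domain of Rv3671c used as enzyme; 0% = enzyme with DMSO and 100% = no enzyme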
Target sequence (P9WHR9 whole entry, looked up, the tested form may be a part): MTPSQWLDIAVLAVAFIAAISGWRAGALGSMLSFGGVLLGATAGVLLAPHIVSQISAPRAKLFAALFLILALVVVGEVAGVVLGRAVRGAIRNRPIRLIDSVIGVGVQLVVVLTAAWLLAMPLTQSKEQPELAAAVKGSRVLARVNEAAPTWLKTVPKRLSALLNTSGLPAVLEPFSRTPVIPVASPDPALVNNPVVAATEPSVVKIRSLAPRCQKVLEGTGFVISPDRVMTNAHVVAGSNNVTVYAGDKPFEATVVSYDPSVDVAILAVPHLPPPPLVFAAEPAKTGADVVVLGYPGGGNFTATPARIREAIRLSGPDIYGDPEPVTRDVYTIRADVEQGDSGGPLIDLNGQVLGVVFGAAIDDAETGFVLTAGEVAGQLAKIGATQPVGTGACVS
BoNT F protease – BoNT/F light chain protease inhibitors, primary screen, biochemical, flow cytometry, MLPCN library; Botulinum neurotoxin type F light chain protease (Clostridium botulinum); Multiplex microsphere protease cleavage assay; inhibition, % at 10 µM; 360,000 compounds, 0.22% hits; in the data active = inhibition above about 35%, passing the limit was not always enough; inconclusive = no clear call, values can overlap the other calls; also: plate controls were buffer without enzyme for full effect and enzyme alone for no effect
MazF activator – activators of E. coli MazEF toxin-antitoxin RNase, primary screen, biochemical, fluorescence, uHTS; Endoribonuclease toxin MazF (Escherichia coli (strain K12)), P0AE70; FAM/BHQ RNA-DNA oligo cleavage fluorescence, 5 h; activation, % at 20 µM; 350,000 compounds, 0.32% hits; AID 504720, 2011; in the data active = activation above about 50%
Target sequence (P0AE70 whole entry, looked up): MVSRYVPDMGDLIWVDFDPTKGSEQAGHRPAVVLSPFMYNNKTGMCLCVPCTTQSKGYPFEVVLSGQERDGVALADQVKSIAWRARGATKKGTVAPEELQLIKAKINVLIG
BoNT-A LC inh2 – BoNT/A light chain protease inhibitors, primary screen, biochemical, flow cytometry, MLPCN library; Botulinum neurotoxin type A light chain protease (Clostridium botulinum A str. ATCC 3502); multiplex microsphere protease substrate cleavage; 360,000 compounds, 0.17% hits; AID 588499, 2011; inhibition, % at 10 µM; also: plate controls were buffer without enzyme for full effect and enzyme alone for no effect
3CLpro inhibitor – SARS-CoV 3CLpro protease inhibitors, primary screen, biochemical, quenched FRET | recombinant SARS-CoV 3CLpro, quenched FRET peptide cleavage | inhibition, % at 6 µM | 290,000 compounds, 0.14% hits; in the data active = inhibition above about 12%
SSB-PriA inh – inhibitors of Klebsiella pneumoniae PriA binding to SSB C-terminal tail, primary screen, biochemical, AlphaScreen | PriA–SSB C-terminal tail interaction (Klebsiella pneumoniae) | AlphaScreen SSBct-PriA binding, biotinylated peptide | inhibition, % at 33 µM | 430,000 compounds, 0.6% hits; in the data active = inhibition mostly above about 37%, no sharp cut-off; inactive = mostly below about 20%;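 also: plate controls were negative control peptide for no effect and reference peptide for full effect; strong numbers were not always called active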
Anthrax LF prot – Bacillus anthracis LF protease inhibitors, primary screen, biochemical, multiplex microsphere, MLPCN library. Lethal factor (Bacillus anthracis), P15917. multiplex microsphere protease cleavage assay. inhibition, % at 10 µM. 360,000 compounds, 0.12% hits. AID 588501, 2011; also: plate controls were buffer without enzyme for full effect and enzyme alone for no effect
CCHFV vOTU inh – CCHFV vOTU protease inhibitors, primary screen, biochemical, Pep-AMC substrate, fluorescence. 370,000 compounds, 0.55% hits. inhibition, % at 11.5 µM. AID 651958, 2012; in the data active = inhibition above about 30%; also: 0% = vehicle wells with enzyme and 100% = no enzyme wells
DUSP3 inh – VHR1 phosphatase inhibitors, primary screen, biochemical, absorbance, uHTS; recombinant VHR phosphatase, pNPP absorbance; inhibition, % at 13.3 µM; 290,000 compounds, 0.52% hits; in the data active = inhibition above about 50%; also: some compounds called inactive have numbers as strong as hits
Target sequence (P51452 whole entry, looked up): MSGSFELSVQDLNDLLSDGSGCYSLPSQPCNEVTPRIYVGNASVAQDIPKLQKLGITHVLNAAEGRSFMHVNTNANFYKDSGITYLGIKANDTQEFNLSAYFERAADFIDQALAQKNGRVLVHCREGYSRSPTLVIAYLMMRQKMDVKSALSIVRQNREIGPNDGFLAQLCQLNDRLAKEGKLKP
Active calls of the source: *; ? = inconclusive; / = not tested or not shown; & = joins results of further samples. Rule as the data show it, unless noted: active = inhibition above about 30%; inconclusive = no clear call, values can overlap the other calls; inactive = below that. These rows are one share of the data. The share of hits here may be higher or lower than overall.

SMILES	PrPC surface inh	Rv3671c inh	BoNT F protease	MazF activator	BoNT-A LC inh2	3CLpro inhibitor	SSB-PriA inh	Anthrax LF prot	CCHFV vOTU inh	DUSP3 inh
COc1ccc(/C=N/NC(=S)Nc2ccccc2)cc1COc1cccc(C)c1C	9	-2	0	-3	-0.5	9	/	-8	-2	-8
CCOC(=O)Cn1nc(-c2ccc(F)cc2)oc1=O	-6	3	-11	3	-0.8	-3	-8	-4	-7	35
NS(=O)(=O)c1ccc(CCNC(=O)CCCNC(=O)c2ccc(Cl)cc2)cc1	-5	-3	-14	8	-1.6	0	-4	-6	1	7
O=C(Nc1ccccc1)Nn1cnnc1	10	/	2	0	0.5	-2	0	5	-6	-2
O=CNCCCc1nc2ccccc2n1CCc1ccccc1	9	/	3	4	-0.2	0	2	8	1	-29
CCCCCCN1C[C@@H](O)[C@H](n2cc(COC(=O)c3ccccc3)nn2)C[C@@H]1c1ccc(OC)cc1	0	/	2	-6	-0.3	/	/	-1	10	/
CC(=O)O/N=C/c1c(N2CCOCC2)n(C)c2ccccc12	7	16	-1	4	-2.0	8	/	-6	-7	40
CC(=O)Oc1ccc2c(=O)c(-c3ccccc3)coc2c1	8	9	-6	6	-0.7	2	6	-1	-21	21
CC(C)Cn1c(-c2cc([N+](=O)[O-])ccc2Cl)nc2c1c(=O)[nH]c(=O)n2Cc1ccccc1	9	-8	0	3	0.4	4	13	1	-2	4
CCN(CC)c1ccc(/C=N/NC(=S)NCc2ccccc2)cc1	5	9	2	-7	0.3	2	/	-2	3	-1
O=C(c1cc(F)c(F)c(F)c1F)N1CCN(C(=O)C2CCCO2)CC1 (centres undefined)	2	10	-14	-9	-0.3	/	-8	1	-15	/
O=C(NNC(=O)c1ccc(Cl)c([N+](=O)[O-])c1)c1ccncc1	-32	8	?	4	-3.0	3	-3	7	16	18
COCCNc1nc2c(c(=O)n(Cc3ccccc3F)c(=O)n2C)n1C	-5	-5	3	4	-1.6	-2	-15	-19	-1	-16
C=CCOc1nc2c(c(=O)n(C)c(=O)n2C)n1Cc1ccc(Cl)cc1	-1	-1	-4	-6	-0.8	-5	-11	-1	-24	55*
CC(C)C[C@@H](CO)N1CCN(Cc2ccc([N+](=O)[O-])cc2)CCC1=O	-21	3	-3	5	0.4	-7	4	3	6	1
CCN(Cc1ccncc1)C(=O)c1cc(COc2ccc(C)c(C)c2)on1	11	-5	4	2	0.4	2	13	-3	-1	24
CCC(CC)C(=O)c1c[nH]c(C(=O)NCc2ccco2)c1	4	5	-1	6	-0.1	-2	4	-14	-5	10
CC1Cc2cc(-c3csc(NC(=O)Cc4cccs4)n3)ccc2N1S(C)(=O)=O (centres undefined)	19	-9	-7	7	-0.7	0	-3	-2	-12	-18
c1ccc(Nc2cc(Nc3ccccc3)[nH]n2)cc1	0	9	-17	11	-1.2	-1	31	-9	22	12
COCCCn1c(SCC(=O)n2c(C)c(C)c3ccccc32)nnc1-c1ccoc1C	2	-1	-2	-1	-0.6	-3	10	0	8	31
CC(CC(=O)O)CC(=O)Nc1ccccc1C(=O)O (centres undefined)	-2	1	-5	-2	-0.4	1	-10	3	-7	27
O=C(Nc1nccs1)C(c1ccccc1)N1CCCCC1 (centres undefined)	2	5	-2	2	-0.8	-2	1	-2	4	6
CN1CCCC1CCNc1ccc2oc3ccccc3c(=O)c2c1 (centres undefined)	-5	-9	/	-1	/	0	-9	/	10	9
N#Cc1nc(-c2cccs2)oc1N1CCN(Cc2ccccc2)CC1	-2	-11	-16	-1	-1.5	-7	41*	-9	-21	-4
c1ccc2sc(N3CN(CCN4CCOCC4)CN(c4nc5ccccc5s4)C3)nc2c1	/	-18	-5	0	-0.2	0	-6	0	/	15

Later entries
SMILES	PrPC surface inh	Rv3671c inh	BoNT F protease	MazF activator	BoNT-A LC inh2	3CLpro inhibitor	SSB-PriA inh	Anthrax LF prot	CCHFV vOTU inh	DUSP3 inh
CC(C)N(CCNC(=O)C1CCN(S(=O)(=O)N2CCOCC2)CC1)Cc1ccccc1	-1	-3	0	0	-0.5	0	-5	-4	10	41
Cc1cccc(CN2[C@H](COC(=O)Nc3ccccc3)C=CS2(=O)=O)c1	9	/	0	/	0.1	/	/	5	4	/
COc1cc2oc3ccc(C#Cc4ccc(N)cc4)cc3c(=O)c2cc1OC	26*	0	5	-1	0.8	/	-1	-4	-1	/
Cc1ccc(S(=O)(=O)N2CCCC2CNC(=O)C(=O)Nc2ccc(F)cc2)cc1 (centres undefined)	13	0	-11	-4	-3.7	/	2&-2	-2	-6	/
Nc1nc(N2CCOCC2)cc(=O)[nH]1	3	-3	-3	-3	-0.3	3	-29	-1	7	0
O=C(COC(=O)Cc1ccc(Cl)cc1Cl)NCc1ccco1	-4	/	4	5	0.1	/	/	-10	-15	/
Cc1ccc(C(=O)NCCc2cc3ccc(C)c(C)c3[nH]c2=O)cc1[N+](=O)[O-]	-2	-2	-3	24	0.0	-2	-3	-2	6	-3
CCOc1ccc(S(=O)(=O)N2CCC(C(=O)N3CCc4ccccc4C3)CC2)cc1	0	6	-4	-7	-5.7	6	-7	9	0	14
O=C(NCCCn1ccnc1)C(=O)NCC(c1ccco1)N1CCN(c2ccc(F)cc2)CC1 (centres undefined)	2	6	7	12	0.4	3	14	-2	8	6
O=C(Nc1ccccc1N1CCOCC1)c1ccc(Cl)nc1	0	-4	-4	6	0.3	2	-8	-9	0	14
CC(C)Cc1nc(SCC(=O)N2CC(C)OC(C)C2)c2c(=O)n(C)c(=O)n(C)c2n1 (centres undefined)	4	-5	-4	3	-2.3	5	-1	-2	9	16
O=C(COC(=O)/C=C/c1ccccc1)NCC1CCCO1 (centres undefined)	-1	2	-2	3	-0.6	-1	2	0	-10	16
COc1ccc(OCCSc2ncn[nH]2)cc1	-4	-5	-1	24	-0.5	-10	-16	3	-8	32
Fc1ccccc1COc1ccccc1CNCc1ccncc1	9	10	-11	-3	-0.2	6	2	-9	13	24
O=C(c1ccccc1[N+](=O)[O-])N1CCC(Cc2ccccc2)CC1	-13	-1	-3	-6	-2.1	5	8	0	1	-15
CS(=O)(=O)Nc1ccc(-c2n[nH]c(=S)n2-c2ccccc2)cc1	0	6	-2	-13	0.9	0	-11	-3	-8	11
CC(=O)c1c(C)n(Cc2ccccc2Cl)c2ccc(O)cc12	15	8	0	-5	0.6	-5	-13	-9	-11	11
COc1ccc(CNC(=O)CCCCCn2c(SCC#N)nc3cc4c(cc3c2=O)OCO4)cc1	-3	-3	0	-38	?	2	-4	2	-1	6
O=C(NCCNc1ccc([N+](=O)[O-])cc1)c1ccccc1Cl	-15	/	-5	-1	0.0	/	/	2	14	/
O=S(=O)(NCc1ccco1)c1ccc2ccccc2c1	5	0	1	5	-1.4	0	-3	0	-12	18
CCC1CN(C(=O)N2CCC(C(=O)NCCc3ccccc3)CC2)c2ccccc2O1 (centres undefined)	-1	-1	1	5	-1.7	2	2	-2	13	-7
CCCC(C)NC1=NCCCCC1 (centres undefined)	-5	-5	0	2	0.2	2	-1	-3	15	35
COc1ccc(NC(=O)c2ccc(COc3ccccc3)o2)cc1	5	-5	-3	6	-0.5	5	-3	-13	15	5
CN(CC(=O)Nc1cc(S(=O)(=O)N2CCCCCC2)ccc1Cl)Cc1ccc2c(c1)OCO2	8	-8	-5	-14	-2.5	/	-1	0	3	/
CC(=O)c1ccc(NC(=O)COc2ccccc2C(=O)Nc2ccccc2)cc1	-5	-109	-10	-5	-3.1	3	6	-4	18	22

Reprinted from the part before: 5 entries; new compounds follow.
SMILES	PrPC surface inh	Rv3671c inh	BoNT F protease	MazF activator	BoNT-A LC inh2	3CLpro inhibitor	SSB-PriA inh	Anthrax LF prot	CCHFV vOTU inh	DUSP3 inh
CCC1CN(C(=O)N2CCC(C(=O)NCCc3ccccc3)CC2)c2ccccc2O1 (centres undefined)	-1	-1	1	5	-1.7	2	2	-2	13	-7
CCCC(C)NC1=NCCCCC1 (centres undefined)	-5	-5	0	2	0.2	2	-1	-3	15	35
COc1ccc(NC(=O)c2ccc(COc3ccccc3)o2)cc1	5	-5	-3	6	-0.5	5	-3	-13	15	5
CN(CC(=O)Nc1cc(S(=O)(=O)N2CCCCCC2)ccc1Cl)Cc1ccc2c(c1)OCO2	8	-8	-5	-14	-2.5	/	-1	0	3	/
CC(=O)c1ccc(NC(=O)COc2ccccc2C(=O)Nc2ccccc2)cc1	-5	-109	-10	-5	-3.1	3	6	-4	18	22
Cc1ccc(-n2[nH]c(C)c(/C=C3/C=Nc4ccccc43)c2=O)cc1C	3	6	-34	15	0.7	-1	/	2	4	27
Cc1cc(NC(=O)C(C)SCC(=O)N(C)CC(=O)Nc2ccc(Br)cc2C)no1 (centres undefined)	-1	1	5	7	1.6	-5	-7	0	0	5
Cc1cccc(NC(=S)NNC(=O)c2nn(C)cc2Cl)c1	-1	14	-6	-5	-0.2	4	-9	2	9	17
COc1ccc(C(=O)N/C(=C\c2ccco2)C(=O)NC2CCS(=O)(=O)C2)cc1 (centres undefined)	-10	-6	-10	1	-0.7	6	-9	-1	10	16
O=C(Nc1sc2c(c1C(=O)O)CCC2)c1cccs1	1	6	-4	1	0.6	2	-2	-2	7	0
CCOc1ccc(CCNC(=O)Cn2ccc3cc(S(=O)(=O)N4CCCC4)ccc32)cc1	-10	-3	-1	0	0.2	1	-15	0	2	53*
COC(=O)[C@]1(Cc2ccccc2)N[C@H](CN(C)C(=O)Nc2ccc(F)cc2)[C@@H]2C(=O)N(Cc3ccccc3)C(=O)[C@@H]21	2	0	-5	-2	-0.6	/	0	-1	23	/
CC(C)C1Nc2ccc(C(=O)O)cc2C2C=CCC21 (centres undefined)	1	2	-2	-20	-0.1	4	1	-6	-5	-10
CS(=O)(=O)Nc1cccc(C2=NN(S(C)(=O)=O)C(c3ccccc3)C2)c1 (centres undefined)	0	8	0	0	-0.6	1	-3	0	18	24
Cn1c(O)c(N=Nc2cccc(S(=O)(=O)N3CCOCC3)c2)c(=O)n(C)c1=O	6	-4	4	1	0.1	0	-22	2	1	21
CCCCN(C(=O)CC1CCCCC1)c1c(N)n(CC(C)C)c(=O)[nH]c1=O	9	5	-3	6	0.0	/	-6	0	32*	/
Cc1ccc(S(=O)(=O)NC(C)C(=O)Nc2ccc(C(N)=O)cc2)cc1 (centres undefined)	1	7	5	6	-0.1	1	-4	1	0	-11
CCOC(=O)CSc1nnc(CNc2cccc(Cl)c2)n1-c1ccccc1	0	-1	12	0	3.0	4	8	1	17	-1
Cc1ccc(NC(=O)Cn2nnc(C(=O)Nc3ccc(C)c(C)c3)c2N)cc1	-1	-85	-7	-20	-0.9	-3	-5	-1	10	-9
CC12CCC(=O)N1C(C(=O)OCC(=O)Nc1cc(S(=O)(=O)N3CCCCC3)ccc1Cl)CS2 (centres undefined)	3	-6	-6	-4	-0.8	1	-6	-2	4	4
CCOC(=O)C(C)Sc1nc2c(c(=O)[nH]c(=O)n2C)n1CCc1ccccc1 (centres undefined)	2	-9	2	0	-0.2	3	-13	0	7	28
CC(OC(=O)CCN=C1NS(=O)(=O)c2ccccc21)C(=O)Nc1ccc(F)cc1Cl (centres undefined)	6	0	8	4	6.1	/	5	0	2	/
COc1ccccc1OCCOc1ccc(C(=O)c2ccccc2)cc1	4	-15	-1	-2	0.4	-4	-8	-2	4	-4
